Assay outcomes deposited in PubChem BioAssay by Broad Institute.
TcdB inh – TcdB glycohydrolase inhibition; P18177; TcdB glycohydrolase enzymatic assay, plate reader; inhibition, % at 9.99 µM; hit rate 0.24% among 350,000; in the data active = inhibition above about 10%
* marks the source's active call; other numbers are inactive results.

How did CCCN(C)C[C@H]1Oc2ncc(-c3cccnc3)cc2C(=O)N([C@@H](C)CO)C[C@@H]1C do in these assays?
TcdB inh: 0.1

Results for O=C(c1ccc2c(c1)OCO2)N1CCCCN2[C@H](CO)[C@@H](c3ccc(-c4ccccc4)cc3)[C@@H]2C1 ?
TcdB inh: -3.8

Results for Cc1cccc(C)c1NC(=O)C(c1ccnc2ccccc12)N1CCN(C)CC1 (configuration not stated) ?
TcdB inh: 0.8

What do the screens show for `CCS(=O)(=O)N[C@H]1CC[C@@H](CC(=O)Nc2ccc(-c3ccccc3)cc2)O[C@@H]1CO`?
TcdB inh: -0.2

What do the screens show for `CO[C@@H]1CN(C)C(=O)c2cc(NC(=O)Nc3ccccc3F)ccc2OC[C@@H](C)N(CC2CC2)C[C@H]1C`?
TcdB inh: 0.5

How did O=C(C[C@@H]1C=C[C@H](NC(=O)c2ccncc2)[C@H](CO)O1)NCC1CC1 do in these assays?
TcdB inh: 0.9

How did CNC[C@@H]1Oc2c(NC(=O)c3ccc(-c4nccs4)cc3)cccc2C(=O)N([C@@H](C)CO)C[C@H]1C do in these assays?
TcdB inh: -0.1

How did COc1cccc(-c2ccc3c(c2)[C@@H]2[C@@H](CCN2S(=O)(=O)c2cccc(OC)c2)[C@@H](CO)N3)c1 do in these assays?
TcdB inh: 0.5

How did N#Cc1ccc(-c2ccc([C@@H]3[C@H]4CN(C(=O)Cc5ccccc5)CC(=O)N4[C@H]3CO)cc2)cc1 do in these assays?
TcdB inh: 1.1

How did C[C@H]1CN([C@@H](C)CO)C(=O)CCCn2nncc2CO[C@@H]1CN(C)S(=O)(=O)c1ccccc1C#N do in these assays?
TcdB inh: -0.7

How did C[C@@H]1CCCCO[C@@H](CN(C)C(=O)c2ccncc2)[C@H](C)CN([C@H](C)CO)C(=O)c2cc(NC(=O)C3CCCCC3)ccc2O1 do in these assays?
TcdB inh: -4.9

How did CN(C)C(=O)C[C@@H]1CC[C@@H]2[C@H](COC[C@H](O)CN2C(=O)C2CCOCC2)O1 do in these assays?
TcdB inh: 0.1

How did COc1ccc(S(=O)(=O)N(C)C[C@H]2OCCCC[C@@H](C)Oc3ccc(NC(=O)c4ccccc4)cc3C(=O)N([C@@H](C)CO)C[C@H]2C)cc1 do in these assays?
TcdB inh: -0.7

What do the screens show for `Cc1noc(C)c1NC(=O)N(C)C[C@@H]1Oc2ccc(NC(=O)Nc3ccccc3)cc2C(=O)N([C@H](C)CO)C[C@H]1C`?
TcdB inh: -1.0

How did CCNC(=O)Nc1ccc2c(c1)C(=O)N(C)[C@@H]1CC[C@@H](CC(=O)NCc3ccccc3F)O[C@H]1CO2 do in these assays?
TcdB inh: 1.3

Results for CN1CCN(C(=O)C[C@H]2CC[C@H](NC(=O)Cc3ccccn3)[C@@H](CO)O2)CC1 ?
TcdB inh: -0.2

How did C/C=C/c1ccccc1[C@H]1[C@@H](C#N)N(C(=O)CN2CCOCC2)[C@@H]1CO do in these assays?
TcdB inh: -0.2

What do the screens show for `C[C@H]1CN([C@@H](C)CO)C(=O)c2cc(NC(=O)Cn3cnnn3)ccc2O[C@H]1CN(C)C(=O)Nc1ccc2c(c1)OCO2`?
TcdB inh: -3.4

What do the screens show for `CO[C@@H](CN(C)S(=O)(=O)c1ccc(C)cc1)[C@@H](C)CN([C@H](C)CO)S(=O)(=O)c1cccc(Cl)c1`?
TcdB inh: -0.2

What do the screens show for `COc1ccc2c3c([nH]c2c1)[C@H](CO)N(C(=O)CC1CC1)CC31CN(C(=O)CC2CC2)C1`?
TcdB inh: 0.0

What do the screens show for `COC(=O)C1C(OC(=O)c2ccccc2)CC2CCC1[N+]2(C)C` (configuration not stated)?
TcdB inh: 0.8

How did COc1ccccc1NC(=O)N1C[C@@H]2[C@H](c3ccccc31)[C@H](CO)N2C(=O)c1ccccc1 do in these assays?
TcdB inh: 2.3

How did C[C@H](CO)N1C[C@H](C)[C@H](CN(C)Cc2ccc3c(c2)OCO3)Oc2ccc(NC(=O)Cc3cn(C)c4ccccc34)cc2C1=O do in these assays?
TcdB inh: 0.3

Results for CO[C@@H]1CN(C)C(=O)c2ccc(NS(C)(=O)=O)cc2OC[C@H](C)N(C)C[C@H]1C ?
TcdB inh: -0.1

What do the screens show for `O=C(C1CCCCC1)N1C[C@H]2[C@@H](c3ccccc31)[C@H](CO)N2C(=O)c1ccccc1`?
TcdB inh: -0.2

Results for CC(=O)N1CC(=O)N2[C@H](CO)[C@@H](c3ccc(C#CC(C)C)cc3)[C@H]2C1 ?
TcdB inh: 0.1

What do the screens show for `CC(C)C[C@H]1CN([C@@H](Cc2ccccc2)CN2CCC[C@H]2CN2C(=O)C(=O)NC[C@@H]2Cc2ccccc2)C(=O)C(=O)N1CC1CCCCCC1`?
TcdB inh: 0.8

Results for Cc1ccccc1-c1cnc2c(c1)C(=O)N([C@H](C)CO)C[C@H](C)[C@@H](CN(C)C(=O)c1ccccc1)O2 ?
TcdB inh: -0.5

Results for COc1ccc(S(=O)(=O)N(C)C[C@H]2Oc3ccc(NC(=O)CCC(F)(F)F)cc3C(=O)N([C@@H](C)CO)C[C@@H]2C)cc1 ?
TcdB inh: -0.3

How did Cc1cccc(S(=O)(=O)N2[C@@H]3c4ccc(-c5ccncc5)c(=O)n4C[C@H]2[C@H](CO)[C@H]3C(=O)O)c1 do in these assays?
TcdB inh: -1.4

Structures listed so far that contain a halogen, in the order listed:
What do the screens show for `CO[C@@H]1CN(C)C(=O)c2cc(NC(=O)Nc3ccccc3F)ccc2OC[C@@H](C)N(CC2CC2)C[C@H]1C`?
TcdB inh: 0.5

How did CCNC(=O)Nc1ccc2c(c1)C(=O)N(C)[C@@H]1CC[C@@H](CC(=O)NCc3ccccc3F)O[C@H]1CO2 do in these assays?
TcdB inh: 1.3

What do the screens show for `CO[C@@H](CN(C)S(=O)(=O)c1ccc(C)cc1)[C@@H](C)CN([C@H](C)CO)S(=O)(=O)c1cccc(Cl)c1`?
TcdB inh: -0.2

Results for COc1ccc(S(=O)(=O)N(C)C[C@H]2Oc3ccc(NC(=O)CCC(F)(F)F)cc3C(=O)N([C@@H](C)CO)C[C@@H]2C)cc1 ?
TcdB inh: -0.3

The list goes on.
How did O=C1c2c(-c3ccc(Br)cc3)noc2CCN1Cc1cn(Cc2ccccc2)nn1 do in these assays?
TcdB inh: 1.2

How did N#Cc1ccc(-c2ccc3c(c2)[C@@H]2[C@@H](CCN2C(=O)Cc2ccccc2)[C@@H](CO)N3)cc1 do in these assays?
TcdB inh: -2.8

What do the screens show for `Cc1ccc(S(=O)(=O)Nc2ccc3c(c2)C(=O)N([C@H](C)CO)C[C@@H](C)[C@H](CN(C)C(=O)Cc2ccccc2)OCCCC[C@@H](C)O3)cc1`?
TcdB inh: -0.4

How did CCCC(=O)Nc1ccc2c(c1)C(=O)N(C)[C@H]1CC[C@@H](CC(=O)NCC3CC3)O[C@H]1CO2 do in these assays?
TcdB inh: -0.6

How did CCCC#Cc1cnc2c(c1)C(=O)N([C@@H](C)CO)C[C@H](C)[C@@H](CN(C)CCC)O2 do in these assays?
TcdB inh: 0.5

How did CO[C@@H]1CN(C)C(=O)c2ccc(NC(=O)Nc3ccccc3)cc2OC[C@@H](C)N(C(=O)CC2CC2)C[C@H]1C do in these assays?
TcdB inh: 1.6

What do the screens show for `O=C(NC1CCCCC1)[C@H]1N[C@H]2c3ccc(-c4cccc(F)c4)c(=O)n3C[C@H]2[C@@H]1CO`?
TcdB inh: 0.7

Results for COc1cccc(CNC(=O)[C@H]2[C@H](CO)[C@H]3Cn4c(cccc4=O)[C@@H]2N3C(=O)C2CCCCC2)c1 ?
TcdB inh: -0.1

How did C[C@@H]1CCCCO[C@@H](CN(C)S(C)(=O)=O)[C@@H](C)CN([C@H](C)CO)C(=O)c2cc(NC(=O)CCCN(C)C)ccc2O1 do in these assays?
TcdB inh: 0.0

How did O=C(C[C@H]1CC[C@@H](NC(=O)c2ccccc2)[C@H](CO)O1)Nc1ccc(-c2ccccc2)cc1 do in these assays?
TcdB inh: 0.1

Overlap with the part before: four compounds, followed by the next part.
What do the screens show for `O=C(NC1CCCCC1)[C@H]1N[C@H]2c3ccc(-c4cccc(F)c4)c(=O)n3C[C@H]2[C@@H]1CO`?
TcdB inh: 0.7

Results for COc1cccc(CNC(=O)[C@H]2[C@H](CO)[C@H]3Cn4c(cccc4=O)[C@@H]2N3C(=O)C2CCCCC2)c1 ?
TcdB inh: -0.1

How did C[C@@H]1CCCCO[C@@H](CN(C)S(C)(=O)=O)[C@@H](C)CN([C@H](C)CO)C(=O)c2cc(NC(=O)CCCN(C)C)ccc2O1 do in these assays?
TcdB inh: 0.0

How did O=C(C[C@H]1CC[C@@H](NC(=O)c2ccccc2)[C@H](CO)O1)Nc1ccc(-c2ccccc2)cc1 do in these assays?
TcdB inh: 0.1

What do the screens show for `O=C(C[C@@H]1C[C@H]2c3cc(NC(=O)c4ccc5c(c4)OCO5)ccc3O[C@H]2[C@H](CO)O1)NCc1cccc(F)c1`?
TcdB inh: 18*

Results for O=C(NCc1ccccc1)C(c1ccncc1)n1c(=O)c(-c2ccco2)nc2ccccc21 (configuration not stated) ?
TcdB inh: 0.6

Results for C[C@@H]1CCCCO[C@H](CN(C)CC2CCCCC2)[C@@H](C)CN([C@H](C)CO)C(=O)c2cc(NC(=O)C3CCCCC3)ccc2O1 ?
TcdB inh: 0.0

Results for C[C@H]1CN([C@@H](C)CO)C(=O)c2cc(NS(=O)(=O)c3ccccc3)ccc2O[C@H]1CN(C)Cc1ccncc1 ?
TcdB inh: -2.7

What do the screens show for `COC(=O)[C@]12C[C@H](CC(=O)N3CCN(C(=O)c4ccco4)CC3)C(=O)N(Cc3ccc4c(c3)OCO4)C1=C[C@H](C(C)(C)C)O[C@@H]2C`?
TcdB inh: 1.5

What do the screens show for `C[C@H](CO)N1C[C@H](C)[C@@H](CN(C)S(=O)(=O)c2ccc(F)cc2)Oc2ccc(NC(=O)Cc3cn(C)c4ccccc34)cc2CC1=O`?
TcdB inh: -0.2

What do the screens show for `C[C@@H]1CN([C@@H](C)CO)C(=O)c2cccc(NC(=O)Nc3ccc(F)cc3)c2O[C@@H]1CN(C)Cc1ccc2c(c1)OCO2`?
TcdB inh: -1.2

Results for COc1cccc(-c2ccc([C@H]3[C@@H](CO)N4C(=O)CN(C(=O)C5CCCC5)C[C@@H]34)cc2)c1 ?
TcdB inh: 1.6

How did COc1ccc(NC(=O)N(C)C[C@@H]2OCCCC[C@H](C)Oc3ccc(NS(=O)(=O)c4cccs4)cc3C(=O)N([C@H](C)CO)C[C@H]2C)cc1 do in these assays?
TcdB inh: -7.6

Results for C=CCN1C(=O)c2[nH]nc(-c3ccccc3)c2C1c1ccc(C)cc1 (configuration not stated) ?
TcdB inh: 2.2

How did COc1ccc(S(=O)(=O)N(C)C[C@@H]2Oc3ccc(NC(=O)Nc4ccccc4)cc3C(=O)N([C@@H](C)CO)C[C@H]2C)cc1 do in these assays?
TcdB inh: 0.0

What do the screens show for `O=C(C1CCCCC1)N1CC(=O)N2[C@H](CO)[C@@H](c3ccc(Br)cc3)[C@H]2C1`?
TcdB inh: -0.3

Results for COc1cccc(NC(=O)N(C)C[C@H]2Oc3ncc(C#Cc4ccccc4)cc3C(=O)N([C@@H](C)CO)C[C@H]2C)c1 ?
TcdB inh: -3.7

Results for C[C@@H]1CN([C@H](C)CO)C(=O)c2cc(/C=C/c3ccccc3)cnc2O[C@@H]1CN(C)S(=O)(=O)c1cccs1 ?
TcdB inh: 0.5

What do the screens show for `COc1ccccc1NC(=O)N1C[C@H](O)COC[C@@H]2O[C@@H](CC(=O)NCc3ccccc3)CC[C@H]21`?
TcdB inh: 0.9

What do the screens show for `C[C@@H]1CCCCO[C@H](CN(C)Cc2ccc3c(c2)OCO3)[C@@H](C)CN([C@@H](C)CO)C(=O)c2cc(NS(=O)(=O)c3ccccc3)ccc2O1`?
TcdB inh: -1.0

How did C/C=C/c1ccc([C@H]2[C@@H](CO)N(C(=O)CC)[C@@H]2CNCC2CCCC2)cc1 do in these assays?
TcdB inh: -2.4

What do the screens show for `CCC(=O)N1C[C@H](C)[C@H](OC)CN(C)C(=O)c2cc(NC(=O)CC(F)(F)F)ccc2OC[C@@H]1C`?
TcdB inh: 0.8

How did CC(=O)N(C)C[C@H]1Oc2ncc(C#CC3(O)CCCC3)cc2C(=O)N([C@@H](C)CO)C[C@@H]1C do in these assays?
TcdB inh: -0.7

Results for C[C@H]1CN([C@@H](C)CO)C(=O)CCCn2nncc2CO[C@@H]1CN(C)C(=O)OCc1ccccc1 ?
TcdB inh: 0.7

How did C[C@@H]1CCCCO[C@H](CN(C)C(=O)Nc2ccccc2)[C@H](C)CN([C@@H](C)CO)C(=O)c2cc(NS(C)(=O)=O)ccc2O1 do in these assays?
TcdB inh: 0.7

What do the screens show for `C[C@H](CO)N1C[C@H](C)[C@@H](CN(C)Cc2ccccn2)Oc2ncc(C#C[C@@H](C)O)cc2C1=O`?
TcdB inh: -0.4

What do the screens show for `CNC[C@H]1Oc2ccc(NS(=O)(=O)c3ccccc3)cc2C(=O)N([C@H](C)CO)C[C@@H]1C`?
TcdB inh: 0.0

How did CCN(C)C(C)Cc1cccc(C(F)(F)F)c1 (configuration not stated) do in these assays?
TcdB inh: -7.7

Results for CN(C)CCCNC(=O)[C@@H]1[C@@H](CO)[C@@H]2Cn3c(ccc(-c4ccncc4)c3=O)[C@H]1N2C(=O)CC1CC1 ?
TcdB inh: 2.1

How did C[C@@H]1CN([C@@H](C)CO)C(=O)Cc2cc(NC(=O)Nc3ccc4c(c3)OCO4)ccc2O[C@@H]1CN(C)Cc1ccc(-c2ccccc2)cc1 do in these assays?
TcdB inh: 0.0

How did O=C(NCC(F)(F)F)[C@@H]1[C@@H](CO)[C@@H]2Cn3c(ccc(-c4cccnc4)c3=O)[C@H]1N2Cc1ccccc1 do in these assays?
TcdB inh: 0.2

What do the screens show for `CN1CCN(C(=O)C[C@H]2CC[C@@H]3[C@H](COc4ccc(NC(=O)c5cscn5)cc4C(=O)N3C)O2)CC1`?
TcdB inh: -2.0

What do the screens show for `CO[C@H]1CN(C)C(=O)c2ccc(NS(=O)(=O)c3cn(C)cn3)cc2OC[C@H](C)N(C)C[C@H]1C`?
TcdB inh: 0.0

Only part of the results is shown; count on the stated rates, not on these rows.
